Screening data deposited in PubChem by National Center for Advancing Translational Sciences (NCATS).
BAZ2B inh = blocks human BAZ2B; AlphaScreen BAZ2B-H3K14Ac peptide displacement; AID 504333; Q9UIF8; 360,000 tested, 4.4% active; Potency, µM (titrated, usually from 114 µM), for the others: top-dose activity change, negative = inhibition, hits mostly inhibitors; also: % is scaled to controls: 0 for no effect and ±100 for the full control effect; nearly all actives have a fitted effect of over 60% in size
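Multi-concentration screen (max 110 uM) measuring displacement of acetylated histone H3 peptide from BAZ2B by AlphaScreen, using 50 nM protein, 50 nM peptide and 10 ug/mL streptavidin donor plus Ni-chelate acceptor beads.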
HP1b chromo inh = blocks HP1-beta chromodomain binding to methylated histone tails. P83916. AlphaScreen HP1-beta / biotin-H3K9me3 peptide binding. Potency, µM (highest dose often 114 µM), for inactives: at the top dose activity change, negative = inhibition, hits mostly inhibitors. 390,000 tested, 0.56% active. AID 540317; also: nearly all actives have a fitted effect of over 70% in size; inactives centre near 23
Target sequence (P83916 whole entry, looked up): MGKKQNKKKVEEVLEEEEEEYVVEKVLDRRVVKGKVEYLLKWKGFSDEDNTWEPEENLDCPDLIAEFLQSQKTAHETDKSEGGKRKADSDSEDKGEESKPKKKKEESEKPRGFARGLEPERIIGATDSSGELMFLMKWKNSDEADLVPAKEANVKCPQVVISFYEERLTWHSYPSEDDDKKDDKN
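AlphaScreen: HP1-beta (50 nM) preformed 30 min with biotin-H3(1-18)K9me3 peptide (50 nM) in PBS pH 7.4, 0.01% Tween-20. Compound added for 30 min at RT, then streptavidin donor/nickel chelate acceptor beads (10 ug/mL) for 30 min.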
PGK inhibitor = blocks T. brucei phosphoglycerate kinase; PGK/GAPDH coupled, Kinase-Glo luminescence, 60 min; Potency, µM (series often up to 57.5 µM), inactives show at the highest dose activity change, negative = inhibition, hits mostly inhibitors; AID 602233; 380,000 tested, 0.043% active; also: % is scaled to controls: 0 for no effect and ±100 for the full control effect; nearly all actives have a fitted effect of over 60% in size
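Luminescent ATP detection (Kinase-Glo Plus) follows a 60-minute room-temperature incubation, with wells lacking PGK as controls. Buffer: 100 mM TEA (pH 7.6), 5 mM MgCl2, 0.01% Tween-20. Coupling enzyme GAPDH (100 nM final) supplies unstable 1,3-BPG in-well.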
G9a block = G9a (human) methyltransferase inhibition; Q96KQ7; Potency, µM (titrated, usually from 102 µM), for inactives: at the highest dose activity, negative = inhibition, usual class: inhibitors; G9a H3K9 monomethylation, AlphaScreen, 2 h; 350,000 tested, 8.8% active; also: % is scaled to controls: 0 for no effect and ±100 for the full control effect; nearly all actives have a fitted effect of over 75% in size
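AlphaScreen read-out: biotin-H3K9 peptide (500 nM) methylation by 20 nM enzyme with 20 uM SAM, 2 h at room temperature after 15 min compound preincubation; anti-monomethyl H3K9 antibody plus donor/acceptor beads, 10 min dark.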
BLM inh = inhibitors of human Bloom syndrome helicase BLM; P54132; recombinant BLM DNA unwinding, fluorescence dequenching; Potency, µM (top dose mostly 56.1 µM), without a hit: top-dose activity change, negative = inhibition, most hits filed as inhibitors; 350,000 tested, 0.2% active; AID 2528;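 also: plate controls were vehicle for no effect and no enzyme for full effect; nearly all actives have a fitted effect of over 35% in size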
JMJD2A Tudor inh = inhibitors of human JMJD2A Tudor domain; AlphaScreen JMJD2A-Tudor / H3K4me3 peptide binding; Potency, µM (series often up to 114 µM), without a hit: at the top dose activity change, negative = inhibition, usual class: inhibitors; 390,000 tested, 4.4% active; AID 504339; also: % is scaled to controls: 0 for no effect and ±100 for the full control effect; nearly all actives have a fitted effect of over 50% in size
GLS inhibitor = glutaminase GLS (human) inhibition; O94925; Potency, µM (highest dose often 45.5 µM), for inactives: at the top dose activity change, negative = inhibition, usual class: inhibitors; 410,000 tested, 0.21% active; GLS enzymatic activity, qHTS titration; also: % is scaled to controls: 0 for no effect and ±100 for the full control effect
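hKGA in 45 mM KH2PO4 pH 8.2, 0.02% Tween-20 with pin-transferred compounds; 1 mM L-glutamine (stock) plus glutamate oxidase/HRP/Amplex Red coupling added. Fluorescence read initially and after 30 min at RT.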
Pol iota inh = inhibitors of human DNA polymerase iota | Q9UNA4 | Pol iota fluorescent replication assay, 10 min | Potency, µM (highest dose often 115 µM), for the others: at the top dose activity, negative = inhibition, actives largely listed as inhibitors | 390,000 tested, 1% active
Target sequence (Q9UNA4 whole entry, looked up): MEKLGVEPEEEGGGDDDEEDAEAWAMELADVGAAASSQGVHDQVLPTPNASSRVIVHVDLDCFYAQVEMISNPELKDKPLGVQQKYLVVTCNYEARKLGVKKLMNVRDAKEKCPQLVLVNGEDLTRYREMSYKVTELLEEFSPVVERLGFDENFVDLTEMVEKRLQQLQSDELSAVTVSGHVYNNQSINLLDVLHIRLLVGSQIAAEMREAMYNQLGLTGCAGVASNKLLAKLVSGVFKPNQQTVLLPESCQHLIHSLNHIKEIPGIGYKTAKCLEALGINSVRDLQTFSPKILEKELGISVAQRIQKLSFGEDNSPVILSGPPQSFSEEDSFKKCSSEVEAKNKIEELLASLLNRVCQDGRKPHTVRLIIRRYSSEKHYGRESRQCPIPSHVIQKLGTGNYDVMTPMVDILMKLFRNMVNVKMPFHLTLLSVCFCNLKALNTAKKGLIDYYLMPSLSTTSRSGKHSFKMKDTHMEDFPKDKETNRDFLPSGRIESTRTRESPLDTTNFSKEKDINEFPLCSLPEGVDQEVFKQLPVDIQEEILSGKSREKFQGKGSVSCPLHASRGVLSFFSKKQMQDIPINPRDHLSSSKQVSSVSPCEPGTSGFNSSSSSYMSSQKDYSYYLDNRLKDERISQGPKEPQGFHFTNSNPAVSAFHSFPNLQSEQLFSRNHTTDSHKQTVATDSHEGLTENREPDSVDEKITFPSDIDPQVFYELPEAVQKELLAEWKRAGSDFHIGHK
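Fluorescent replication assay read twice, at 0 min and 10 min after adding 50 nM (final) substrate. Enzyme (10 nM) and compounds were first incubated 15 min at room temperature; enzyme-free buffer wells were negative controls.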
Pin1 inh = blocks the human prolyl isomerase Pin1; Q13526; AID 504891; Potency, µM (doses to about 115 µM), inactives show at the highest dose activity, negative = inhibition, hits mostly inhibitors; 390,000 tested, 0.009% active; Pin1 FP peptide displacement, HiFluor488, 10 min; active = well fitted inhibition curve with a large enough effect in the polarisation, with a control signal flat, not every such curve was filed as active; inconclusive = small, poorly fitted or top-dose-only effect, or effect the other way, or a change in a side signal; inactive = no such curve, though single readings can be large or run the other way; the % refers to the polarisation; also: % is scaled to controls: 0 for no effect and ±100 for the full control effect
Target sequence (Q13526 whole entry, looked up): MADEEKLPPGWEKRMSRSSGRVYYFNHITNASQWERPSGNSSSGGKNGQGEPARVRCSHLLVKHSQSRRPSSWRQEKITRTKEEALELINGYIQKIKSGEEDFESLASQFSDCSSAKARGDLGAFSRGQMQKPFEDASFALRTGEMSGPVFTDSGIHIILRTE
* = called active by the depositor; i = inactive; u = inconclusive; x = no result given; [ ] = dose if it differs, or a comment. Unless noted, calls follow the shape of the dose curve; as a rule, active = well fitted curve in the direction sought with a large enough effect; inconclusive = small, poorly fitted or top-dose-only effect, or another doubt; inactive = no such curve, though single readings can be large; an effect the other way counts as inactive or inconclusive. Potency is read from the fitted curve at half-maximal effect. Not all compounds are listed; the hit share may differ from the screen's.

SMILES | BAZ2B inh | HP1b chromo inh | PGK inhibitor | G9a block | BLM inh | JMJD2A Tudor inh | GLS inhibitor | Pol iota inh | Pin1 inh
COc1ccc(OCC(O)Cn2cnc(-c3ccc(Br)cc3)c2)cc1 (stereo unspecified) | -38% | -8% | i | 18µM* | 0% | -24% | 7% | -12% | 7%
CCOC(=O)c1oc2ccccc2c1CSc1nnnn1-c1ccc(C)cc1 | 7% | 34%[activator] | x | -9%[59 µM] | -7% | 8% | -13% | 3% | 3%
Cc1cccc(C)c1NC(=O)Cn1c(=O)n(CCCS(=O)(=O)C2CCCCC2)c(=O)c2ccccc21 | 3% | 29% | -8% | 3%[59 µM] | -3% | -14% | 6% | 11% | 0%
CCCn1c(SCc2ccccn2)nc2c1c(=O)n(C)c(=O)n2C | -9% | 29% | x | -40% | 2% | -11% | 0% | 12% | -2%
O=C(Nc1ccc(Oc2ncccn2)cc1)c1ccco1 | 9% | 22% | -8% | 14%[59 µM] | -1% | -5%[57.1 µM] | -3% | 4% | -3%
Cc1ccc(S(=O)(=O)N2CCN(c3nc(-c4cncs4)nc4ccccc34)CC2)cc1 | x | 40%[activator] | x | x | x | 3% | x | -2% | 0%
O=C(N/N=C/c1ccc2c(c1)OCO2)c1cc(-c2ccccc2Cl)nc2ccccc12 | -7% | 46% | i | 6%[59 µM] | -4% | -15% | -7% | 12% | 3%
COC(=O)C(Cc1c[nH]c2ccccc12)N1CCS(=O)(=O)CC1 (stereo unspecified) | -11% | 12% | -3% | 18% | -4% | -17% | 0% | 201%[activator] | -3%
Cc1cc(-c2ccc(C)c(S(=O)(=O)NCc3cccs3)c2)on1 | 5% | 53%[activator] | 0% | -5%[59 µM] | -3% | -6% | -4% | 5% | -4%
COc1ccc(C(C(=O)NC2CCCC2)N(Cc2ccc(C)cc2)C(=O)c2ccn[nH]2)cc1OC (stereo unspecified) | -3%[57.1 µM] | 20% | -8% | -15%[12.7 µM] | -3% | -19% | -5% | -8% | -1%
COCCNC(=O)C1CCC(CNS(=O)(=O)c2ccc(F)cc2)CC1 (stereo unspecified) | 9% | 49%[activator] | -6% | -5% | 0% | -2% | -1% | 28% | 0%
C/C(=N\NC(=O)C1COc2ccccc2O1)c1cc2ccccc2o1 (stereo unspecified) | -6% | 23% | -1% | -2% | 3% | -6% | 0% | 32% | -7%
Cc1ccc(S(=O)(=O)NC(=O)c2cccc(N(C)C)c2)cc1 | x | 30% | 0% | x | x | -17% | 25% | 2% | -11%
CCCN(CC(=O)Nc1ccccc1C)C(=O)c1ccc(NC2CC2)c([N+](=O)[O-])c1 | -32% | 14% | 2% | -26% | x | -22% | -2% | 49%[activator] | 2%
CC[C@]12C(=O)N(C)C[C@H]([C@@H]3C(=O)N(Cc4ccccc4)C(=O)[C@@H]31)N2C(=O)c1ccc(C(C)(C)C)cc1 | x | 23% | -1% | x | x | -22% | -3% | -2% | -4%
COc1ccc2c(CNCc3cccs3)c(C(=O)O)n(Cc3ccc(C)cc3)c2c1 | u | 12% | 6% | -11%[59 µM] | 0% | -22% | -13% | 11% | -12%
CC(=O)c1cccc(N(C(=O)CNC(=O)c2ccco2)C(C(=O)NCc2ccco2)c2ccccc2)c1 (stereo unspecified) | -21% | 17% | -5% | -18% | 2% | -24% | -1% | -13% | -1%
C=CCN1C(=O)/C(=C/c2ccc(O)cc2)S/C1=N/c1nccs1 | -37% | 4% | -5% | 9%[59 µM] | -18% | -21% | -9% | 53%[activator] | u
COc1ccc(OC)c(C(C(=O)NC2CCCCC2)N(C(=O)c2ccccn2)c2cccnc2)c1 (stereo unspecified) | -11% | -18% | i | 25%[59 µM] | 1% | -15% | 5% | 57%[activator] | 1%
CCN1CCCC1CN(Cc1cc2ccc(C)cc2[nH]c1=O)C(=S)Nc1cccc(OC)c1 (stereo unspecified) | -26% | -6% | -10% | 9% | 33%[activator] | -32% | 12% | -6% | 2%
COc1ccc(NC(=O)c2cc(-c3ccc(OC)c(OC)c3)on2)cc1OC | -6% | 25% | -1% | -48% | 0% | -9% | -4% | -11%[58.9 µM] | 9%
COc1ccc(Nc2nc3cc(C)ccc3cc2C#N)cc1 | 8% | 44%[activator] | -9% | 26%[59 µM] | -5% | 4% | -3% | 22% | u
O=S(=O)(Cc1ccccc1)N1CCN(Cc2ccc(Br)cc2)CC1 | -12% | u | -5% | 12% | -3% | 3.5µM* | 2% | 23% | -3%
O=C(COC(=O)c1ccccc1Nc1ccccc1)NCc1ccco1 | u | 23% | 4% | 3% | 1% | -3% | 15% | -11% | 17%
Cc1cc(C(F)(F)F)nc(SCC(=O)NC2CCCCC2)n1 | -1% | 13% | -8% | 25% | -3% | -1% | -3% | 35%[activator] | 0%
COc1ccccc1-c1nc2c3ccccc3nc(=S)n2[nH]1 | -2% | -5% | 5% | u | -1% | -25% | 1% | 3% | u
Cc1ccc(C)c(OCC(=O)NCC2COc3ccccc3O2)c1 (stereo unspecified) | 21% | 45%[activator] | 0% | -12%[12.7 µM] | x | 10% | 9% | 7% | 4%
COc1ccc2cc(S(=O)(=O)c3ccccc3)c(=O)oc2c1 | 8% | 16% | -10% | x | 0% | 5% | 8% | 1% | -3%
CN(CC(=O)Nc1ccc(N2CCOCC2)cc1)C(=O)CSc1ccc(F)cc1 | -8% | -6% | i | 13µM* | x | u | 32%[activator] | 24% | 1%
Cc1cccc(CN2CCC(CNC(=O)Nc3ccc(F)c(Cl)c3)CC2)c1 | 0% | -2% | -8% | -27% | 1% | -15% | 2% | 101%[activator] | 0%
O=C(Cc1ccc(F)cc1)NC1CCSC1=O (stereo unspecified) | -10% | 17% | 3% | 5% | -9% | 3% | 0% | 22% | -10%
CSc1ccc(NC(=O)Nc2ccccc2C(N)=O)cc1 | -3% | 18% | -13% | u | -4% | -7% | 8% | -29% | 12%
CCC(=O)Nc1ccc(C(=O)Nc2ccc(OC)cc2[N+](=O)[O-])cc1 | -1% | 15% | -5% | 8% | -6% | 3% | 0% | 14% | 32%[activator]
CCOC(=O)C1=C(CN2CCN(c3ccc(Cl)cc3)CC2)NC(=O)NC1c1ccc(OC)cc1 (stereo unspecified) | u | -14% | 2% | -8%[59 µM] | 0% | u | 3% | 5% | 4%
CC(=O)/C(=N\Nc1ccccc1)Oc1ccc(Br)cc1 | x | 0% | -7% | x | x | u | 0% | -1% | 2%
CCN(CC)C(=O)C(=O)N/N=C/c1ccc(F)cc1 | -4% | -8% | -7% | 10% | -1% | -8% | 1% | 99%[activator] | -8%
CC1(C)Cc2nc3n[nH]c(N)c3cc2CO1 | -4% | 20% | -1% | 19%[12.7 µM] | 1% | -17% | 22% | 24% | 1%
NC(=O)COc1ccc(-c2noc(COc3ccc(Cl)cc3)n2)cc1 | 10%[57.1 µM] | 44%[activator] | -2% | -4%[59 µM] | -6% | -5% | 1% | 3% | 20%
CCOC(=O)c1cc(-c2ccc(N)cc2)sc1N | 32µM* | -51% | -1% | u | 0% | 45µM* | 79%[activator] | -4% | 6%
Cc1ccc(C)c(NC(=O)CN(C)C(=O)c2ccc(-c3cccc(C(F)(F)F)c3)o2)c1 | -34% | 20% | -4% | -2% | x | -6% | -6% | 25% | 12%
CC1CCCCN1Cc1nc2c(c(=O)n(C)c(=O)n2C)n1CCCc1ccccc1 (stereo unspecified) | x | 35% | -1% | x | x | 14%[57.1 µM] | 1% | 1% | 8%
Cc1ccc(S(=O)(=O)N(C)C)cc1NC(=O)Nc1ccccc1F | 60%[activator] | 14% | 3% | 50µM* | -10% | -8% | 6% | -13% | 0%
Clc1ccccc1-c1nnc(-c2cccnc2)o1 | -1% | 18% | -9% | 15% | -7% | -6% | 2% | 27% | 1%
Nc1nc(N)c(N=Nc2ccc(SCC(=O)O)cc2)c(=O)[nH]1 | u | 1% | -6% | u | -5% | -25% | 12% | u | 7%
CCCOc1ccc(-c2nc(C#N)c(N3CCN(CC)CC3)o2)cc1 | 40µM* | 50µM* | -4% | u | -3% | u | 10% | 8% | 4%
CC(C)CN1C(=O)NC(NS(=O)(=O)c2ccc(N)cc2)(C(F)(F)F)C1=O (stereo unspecified) | 4% | 31% | -9% | 17%[59 µM] | 2% | -6% | 6% | 20% | -1%
O=c1c2cc3c(cc2nc2sc(Nc4ccc(F)cc4F)nn12)OCO3 | -17% | 9% | -9% | -10%[59 µM] | -4% | -12% | 3% | -20% | 0%
CC(C)(C)OC(=O)CNC(=O)c1[nH]cnc1C(=O)N[C@@H](CCCCN)C(=O)OC(C)(C)C | x | 65%[activator] | i | x | x | u | -1% | 13% | 2%
O=C(CN1C(=O)NC2(CCCCC2)C1=O)NC1CCCc2ccccc21 (stereo unspecified) | 8% | 25% | -3% | 19%[59 µM] | -10% | -9% | 5% | 26% | 0%
COCCNC(=O)c1ccc(CN2CCOCC2)cc1 | 1% | 36% | -4% | -4%[59 µM] | 2% | -16% | 2% | 4% | -6%
CCCc1c(C(=O)N/N=C(\C)CCc2ccccc2)nnn1-c1nonc1N | -36% | -4% | -1% | 14% | 0% | -34% | 5% | -1% | -2%
COc1ccccc1C(=O)Cc1ccccc1 | x | 63%[activator] | 1% | x | x | 32% | -16% | 10% | 20%
COC(=O)c1ccc(C(=O)OC)c(NC(=S)N2CCN(C)CC2)c1 | -13% | 42%[activator] | -11% | -33% | -6% | -7% | 25% | 21% | -9%

Entries above that contain a CF3 group:
SMILES | BAZ2B inh | HP1b chromo inh | PGK inhibitor | G9a block | BLM inh | JMJD2A Tudor inh | GLS inhibitor | Pol iota inh | Pin1 inh
Cc1cc(C(F)(F)F)nc(SCC(=O)NC2CCCCC2)n1 | -1% | 13% | -8% | 25% | -3% | -1% | -3% | 35%[activator] | 0%
Cc1ccc(C)c(NC(=O)CN(C)C(=O)c2ccc(-c3cccc(C(F)(F)F)c3)o2)c1 | -34% | 20% | -4% | -2% | x | -6% | -6% | 25% | 12%
CC(C)CN1C(=O)NC(NS(=O)(=O)c2ccc(N)cc2)(C(F)(F)F)C1=O (stereo unspecified) | 4% | 31% | -9% | 17%[59 µM] | 2% | -6% | 6% | 20% | -1%
